EPAC1 antagonist: blocks human EPAC1 exchange factor; 360,000 compounds, 0.14% hits; EPAC1 GEF assay, Rap1b-BODIPY-GDP exchange fluorescence; Potency, µM (titrated, usually from 115 µM), inactives show at the top dose activity change, negative = inhibition, usual class: inhibitors; O95398;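 also: potency is read from the fitted curve at half-maximal effect; plate controls were vehicle for no effect and positive control for full effect; nearly all actives have a fitted effect of over 50% in size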
GLP1R ag: agonists of human GLP-1 receptor | P43220 | HEK293 GLP-1R CRE-luciferase, luminescence, 4-6 h; cells express a hypersensitive GLP-1R form | Potency, µM (top dose mostly 45.6 µM), for the others: at the highest dose activation, actives largely listed as activators | 380,000 compounds, 0.007% hits | AID 624172; also: potency is read from the fitted curve at half-maximal effect; % of control where 0% means no effect
PTHR1 agonist: agonists of human PTHR1 parathyroid hormone receptor; Q03431; HEK293 GP2 PTHR1 cells, GloSensor cAMP luminescence, 1 h; Potency, µM (titrated, usually from 115 µM), inactives show at the top dose activation, most hits filed as activators; 410,000 compounds, 0.075% hits; also: potency is read from the fitted curve at half-maximal effect; nearly all actives have a fitted effect of over 55% in size; some results filed as inactive show a strong effect at the top dose; inactives centre near -15; many of its hits are not listed in these tables
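HEK-293-derived GP2 cells expressing PTHR1 and a GloSensor cAMP reporter, 3,000/well, plated overnight, given luciferin plus IBMX (each 0.5 mM as added) for 1 h at 37 °C, then compound for 1 h at 37 °C. Luminescence was read after 15 min at room temperature.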
PLK1 PBD inh: blocks phosphopeptide binding to human PLK1 polo-box domain. P53350. Plk1 PBD binding of FITC phosphopeptide, fluorescence polarization. Potency, µM, for inactives: max response, negative = inhibition, hits mostly inhibitors. 360,000 compounds, 2.8% hits. AID 720504; also: potency is read from the fitted curve at half-maximal effect; series mostly up to about 57 µM; % is scaled to controls: 0 for no effect and ±100 for the full control effect; nearly all actives have a fitted effect of over 65% in size
Target sequence (P53350 whole entry, looked up, the tested form may be a part): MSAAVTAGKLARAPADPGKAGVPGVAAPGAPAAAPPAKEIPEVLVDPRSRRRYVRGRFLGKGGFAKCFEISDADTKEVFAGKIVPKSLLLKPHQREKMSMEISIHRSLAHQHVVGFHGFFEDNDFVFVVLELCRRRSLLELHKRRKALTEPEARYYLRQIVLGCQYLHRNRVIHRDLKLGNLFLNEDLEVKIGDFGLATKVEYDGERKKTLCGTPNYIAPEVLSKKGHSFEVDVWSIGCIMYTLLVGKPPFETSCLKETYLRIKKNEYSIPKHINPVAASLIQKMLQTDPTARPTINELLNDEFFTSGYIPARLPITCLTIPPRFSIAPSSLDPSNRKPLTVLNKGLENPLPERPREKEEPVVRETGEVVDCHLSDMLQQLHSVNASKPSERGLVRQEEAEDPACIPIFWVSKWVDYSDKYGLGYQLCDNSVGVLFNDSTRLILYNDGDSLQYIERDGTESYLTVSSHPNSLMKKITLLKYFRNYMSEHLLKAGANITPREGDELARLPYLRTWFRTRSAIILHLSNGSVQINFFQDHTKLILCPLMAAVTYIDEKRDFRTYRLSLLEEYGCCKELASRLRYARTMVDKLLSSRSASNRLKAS
IL2 activator: activates IL-2 in a cell-based reporter assay | IL-2 activation reporter assay, cell-based qHTS; stimulated with anti-CD3/CD4/CD28 beads; in transgenic mouse T cells | activation, % (series mostly up to about 46 µM) | 360,000 compounds, 0.065% hits | AID 652025; in the data active = activation above about 50%; inconclusive = mostly about 30% to 49%; also: 0% is about no effect
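First, unstimulated transgenic mouse T cells were exposed to compound for 60 min. Next, anti-CD3/anti-CD4-coated beads with anti-CD28 were added. Finally, after 18 h at 37 degrees C, EGFP and DsRed were imaged.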
GLP1R cytotox: cytotoxicity counter-screen for GLP-1 receptor inverse agonists. AID 624418. Potency, µM (titrated, usually from 38.3 µM), without a hit: at the top dose activity change, negative = inhibition, most hits filed as inhibitors. HEK293 cAMP-luciferase reporter cells, luminescence, 24 h. 410,000 compounds, 0.13% hits;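 also: loss of luciferase light is scored as toxicity; potency is read from the fitted curve at half-maximal effect; % is scaled to controls: 0 for no effect and ±100 for the full control effect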
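To flag toxic compounds, the library was rerun on cells for 24 hr at 37 deg C and 5% CO2. Viability-linked luminescence was captured 12 min after adding luciferase detection reagent.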
EPAC1 agonist: activates human EPAC1 exchange factor. O95398. EPAC1 agonist qHTS, biochemical assay; response scale: 100% = response to 6.5 mM cAMP. Potency, µM (top dose mostly 154 µM), inactives show top-dose activation, actives largely listed as activators. 360,000 compounds, 0.073% hits; also: potency is read from the fitted curve at half-maximal effect; nearly all actives have a fitted effect of over 60% in size
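Read-out is the fluorescence drop as BODIPY-GDP leaves Rap1B (480 nm excitation, 540 nm emission), recorded every 5 minutes over 30 minutes. Reactions held 100 nM EPAC1, 250 nM Rap1B–BODIPY-GDP and 50 uM GDP, with 6.5 mM cAMP setting full activation.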
GLP1R inv ag: acts as inverse agonist at human GLP-1 receptor; Potency, µM (titrated, usually from 38.3 µM), for the others: at the highest dose activity change, negative = inhibition, hits mostly inhibitors; HEK293 GLP-1R CRE-luciferase, luminescence, 24 h; GLP-1R form is constitutively active; 410,000 compounds, 1.6% hits; AID 624417; also: potency is read from the fitted curve at half-maximal effect; % is scaled to controls: 0 for no effect and ±100 for the full control effect; nearly all actives have a fitted effect of over 55% in size
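GLP-1R inverse agonism mode: basal reporter luminescence in engineered HEK293 cells measured after one day of compound exposure at 37 deg C, with a 12 min room-temperature detection step.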
PI5P4K alpha inh: inhibitors of human PI5P4K alpha. AID 652105. 330,000 compounds, 1.2% hits. max response, %. P48426. PI5P4Kalpha enzyme, ADP-Glo luminescence, 60 min; stronger effect = lower value; active = max response of -50% or lower; inconclusive = between -30% and -50%; inactive = -30% or higher; also: value at the top dose of about 77 µM; % is scaled to controls: 0 for no effect and ±100 for the full control effect
Target sequence (P48426 whole entry, looked up): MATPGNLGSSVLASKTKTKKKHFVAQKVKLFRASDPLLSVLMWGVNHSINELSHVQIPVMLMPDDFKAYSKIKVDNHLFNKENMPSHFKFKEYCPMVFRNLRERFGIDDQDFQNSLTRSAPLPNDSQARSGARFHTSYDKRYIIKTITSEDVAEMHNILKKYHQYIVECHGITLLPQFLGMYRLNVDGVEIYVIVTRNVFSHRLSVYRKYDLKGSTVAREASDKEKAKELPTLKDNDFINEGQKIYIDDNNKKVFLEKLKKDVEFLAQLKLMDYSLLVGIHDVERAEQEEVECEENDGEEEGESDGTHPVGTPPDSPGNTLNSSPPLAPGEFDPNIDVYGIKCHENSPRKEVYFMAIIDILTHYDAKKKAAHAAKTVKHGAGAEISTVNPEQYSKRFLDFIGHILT
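qHTS, 1536-well: enzyme/substrate mix, compound by pin tool, 5 microM ATP final; RT 60 min; ADP-Glo reagents 1 (45 min) then 2 (30 min); luminescence.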
The depositor's hits bear a star; i = inactive; ? = inconclusive; nt = no result given; [ ] = remark or other dose. Unless noted, calls follow the shape of the dose curve; as a rule, active = well fitted curve in the direction sought with a large enough effect; inconclusive = small, poorly fitted or top-dose-only effect, or another doubt; inactive = no such curve, though single readings can be large; an effect the other way counts as inactive or inconclusive. Only part of the results is shown, so the mix of outcomes need not match the whole.

Order of values – EPAC1 antagonist, GLP1R ag, PTHR1 agonist, PLK1 PBD inh, IL2 activator, GLP1R cytotox, EPAC1 agonist, GLP1R inv ag, PI5P4K alpha inh
1	COC1(C)CC2C(CC1OC(=O)c1cc([N+](=O)[O-])cc([N+](=O)[O-])c1)C2(C)C (stereo not drawn)
    -5.6%, 10.9%, i, -13.1%, -2.6, 2.2%, -4.7%, ?, -3.1
2	COCCCn1c(SCC(=O)Nc2ccc(NC(=O)c3ccco3)c(OC)c2)nc2ccccc2c1=O
    -1.7%, 14.5%, i, -20.3%, -1.4, 3.4%, 11.8%, 35.2%[activator], -2.7
3	COC(=O)CSc1ccccc1C(=O)OC
    13.0%, -10.4%, -4.6%[57.5 µM], -2.4%, -2.0, -4.0%, -2.1%, 0.0%, nt
4	O=C(Nc1ccc(OCc2ccccc2)cc1)Nc1nnc([C@@H]2C[C@H](O)[C@@H](CO)O2)s1
    -10.0%, -2.1%, -41.3%[inhibitor], -2.7%, 0.7, 0.2%, 4.0%, -11.3%, 3.9
5	COc1ccc(NC(=O)CN(C)S(=O)(=O)c2ccc3c(c2)CC(C)N3C(C)=O)c(OC)c1 (stereo not drawn)
    11.3%, 7.0%, -9.2%, -12.0%, -3.1, 6.7%, 3.4%, 18.8%, -1.4
6	CCOC(=O)C1=C(COc2ccccc2)NC(=O)NC1c1ccc(Cl)cc1 (stereo not drawn)
    -13.8%, 8.3%, -11.7%, -3.6%, 0.3, -2.8%, -11.9%, ?, 0.7
7	Cc1ccc(S(=O)(=O)NCCC(=O)Nc2ncccc2O)cc1C
    2.0%, -0.4%, -2.7%, -6.8%, -3.0, 2.1%, 2.8%, -5.9%, -4.2
8	CCOc1ccc(S(=O)(=O)NCCC(=O)OCC(=O)c2ccc(NC(C)=O)cc2)cc1
    4.2%, -2.7%, -27.8%, -2.6%, -2.9, 0.9%, -0.6%, 11.8%, -14.3
9	COC(=O)C1=C(C)NC(=O)NC1c1ccc(-c2ccc(F)cc2)o1 (stereo not drawn)
    -8.1%, -3.6%, -16.6%, 5.2%, 0.7, 1.6%, -2.4%, 6.8%, -14.3
10	O=C(O)c1ccc(CNC(=O)c2ccc3c(c2)OCCO3)cc1
    -13.3%, -0.3%, -12.9%, -6.0%, 1.1, 1.8%, 10.5%, 3.7%, 2.6
11	CCOc1cc(NC(=O)C2CCCO2)c(OCC)cc1NC(=O)C1CC1 (stereo not drawn)
    7.8%, 7.9%, i, 0.0%, -0.6, -10.7%, -4.9%, -4.3%, nt
12	CCCC(=O)Nc1nnc(CCN2CCCCC2)s1
    1.4%, 5.5%, i, 1.8%, -0.6, 4.7%, 6.1%, 3.7%, nt
13	O=C(Nc1cccc(NC(=O)c2ccccc2Cl)c1)c1ccc([N+](=O)[O-])o1
    ?, -4.9%, i, -24.0%, -3.2, -29.7%, -1.5%, 62.8%[activator], -22.7
14	Cc1cc(S(=O)(=O)N2CCN(c3ccccc3C)CC2)ccc1F
    -15.4%, -6.9%, -22.2%, 0.5%, 0.2, 7.8%, 17.4%, ?, 17.5
15	CC(C)n1cc(CN2CCCC(CO)(Cc3cccc(Cl)c3)C2)cn1 (stereo not drawn)
    -18.9%, 1.8%, i, ?, 0.9, 16.2%, -9.3%, -20.2%, 2.3
16	O=C(NCC1CCCO1)C(=Cc1cccc([N+](=O)[O-])c1)C(=O)NCC1CCCO1 (stereo not drawn)
    14.7%, -4.9%, -20.9%, -5.2%, -5.2, ?, 1.0%, ?, 0.0
17	CCC(Sc1nc2ccccc2c(=O)[nH]1)C(=O)O (stereo not drawn)
    12.5%, -8.2%, -6.2%, 0.9%, 0.5, 4.2%, 0.6%, 2.8%, -13.4
18	CS(=O)(=O)N(CCc1ccccc1)CC(=O)Nc1ccc(Br)cc1F
    -0.1%, 1.3%, -23.7%, 1.6%, 0.3, -2.4%, -2.7%, ?, 0.2
19	O=[N+]([O-])c1ccccc1CCc1ccccc1[N+](=O)[O-]
    6.6%, 7.6%, ?, -8.3%, -0.7, 11.0%, 1.4%, -23.6%, -1.4
20	COc1ccccc1C(=O)NC(=S)Nc1ccc(N2CCOCC2)cc1
    -19.3%, -7.3%, ?, 26.7µM*, -2.8, -3.2%, -11.5%, -5.2%, -17.5
21	Cc1ccc2c(c1)c1nnc(SCC(=O)N3CCN(c4ccc(F)cc4)CC3)nc1n2CC(=O)O
    19.0%, -7.2%, i, 3.4%, 0.5, 8.2%[1.53 µM], -8.2%, 6.3%, -9.9
22	CC(=O)c1c(C(C)=O)c(C)n(Cc2ccc(Cl)cc2)c1C
    5.9%, -1.1%, i, -0.3%, 0.2, -9.3%, -6.4%, -4.1%, -1.1
23	CCc1ccc(OCC(=O)NC(=S)Nc2ccc(S(=O)(=O)NC3CCCCC3)cc2)cc1
    ?, -18.9%, -7.0%, -16.0%, -2.7, -20.7%, 8.6%, 13.0%, 6.7
24	CCOC(=O)CCCCCC(=O)Nc1ccc2c(c1)C(=O)N([C@H](C)CO)C[C@H](C)[C@@H](CN(C)C(=O)Nc1ccccc1)OCCCC[C@@H](C)O2
    -14.9%, 6.5%, -9.9%, -24.7%, -1.4, -18.1%, 15.2%, ?, 0.5
25	Cc1cccc(NC(=O)c2sc3nc(-c4ccc(F)cc4)cn3c2C)n1
    12.0%, 1.4%, -84.1%[inhibitor][57.5 µM], 5.7%, -0.6, -3.9%, 4.0%, 32.1%[activator], -23.6
26	CCn1cc(C(=O)NC(C)C2CC3CCC2C3)cn1 (stereo not drawn)
    -4.5%, -10.1%, i, -2.1%, -0.2, -17.0%, 4.1%, 19.8%, 4.9
27	COC(=O)c1ccccc1NC(=O)CN(c1ccc(OC)cc1)S(C)(=O)=O
    0.8%, 3.1%, i, 0.2%, -1.9, -24.4%, 11.5%, ?, -6.6
28	CC1c2cc3c(cc2CCN1C(=O)c1ccc(Br)cc1)OCCCO3 (stereo not drawn)
    -7.7%, -8.7%, -97.1%[inhibitor], -4.8%, 0.8, -25.1%, 3.7%, 3.16µM*, -4.7
29	COc1ccc(-n2c(SCC(=O)NCc3cccs3)nnc2-c2ccoc2C)cc1
    -5.8%, -0.5%, 12.7%, -8.6%, 2.8, 2.7%, -1.3%, ?, -8.3
30	Cc1ccc(C)c(N2CCN(C(=O)Cc3cn(C)c4ccccc34)CC2)c1
    -11.3%, 0.9%, i, -3.4%, -0.3, 3.7%, 12.6%, ?, 3.5

Next part, starting with the last 2 of the part before.
Order of values – EPAC1 antagonist, GLP1R ag, PTHR1 agonist, PLK1 PBD inh, IL2 activator, GLP1R cytotox, EPAC1 agonist, GLP1R inv ag, PI5P4K alpha inh
29	COc1ccc(-n2c(SCC(=O)NCc3cccs3)nnc2-c2ccoc2C)cc1
    -5.8%, -0.5%, 12.7%, -8.6%, 2.8, 2.7%, -1.3%, ?, -8.3
30	Cc1ccc(C)c(N2CCN(C(=O)Cc3cn(C)c4ccccc34)CC2)c1
    -11.3%, 0.9%, i, -3.4%, -0.3, 3.7%, 12.6%, ?, 3.5
31	O=[N+]([O-])c1ccc(O)c(C=Nc2ccc3c(c2)OCCO3)c1
    20.7%, -17.8%, -29.3%, 1.5%, 0.6, -0.2%[1.53 µM], -3.2%, 9.2%, -21.0
32	CSCCC(NC(=O)c1ccc([N+](=O)[O-])cc1Cl)C(=O)OCC(=O)NCC(F)(F)F (stereo not drawn)
    1.0%, 6.2%, i, -5.4%, -0.6, -9.0%, 5.9%, -5.8%, 2.6
33	CC1=C(C(=O)OCc2ccccc2)C(c2ccccc2OS(=O)(=O)c2ccccc2[N+](=O)[O-])NC(=O)N1CCCC(=O)O (stereo not drawn)
    -2.9%, -1.9%, -1.0%, -18.6%, -0.3, -12.8%, -23.6%, -26.6%, -98.6*
34	O=C(Cc1ccc(S(=O)(=O)N2CCOCC2)s1)Nc1ccc(Br)c(C(F)(F)F)c1
    -5.4%, 2.7%, -88.4%[inhibitor], -5.6%, -5.2, ?, 13.5%, ?, 14.7
35	C/C(=N\NC(=O)c1c(Cl)cnn1C)c1cccc(NC(=O)c2ccc(C)cc2)c1
    12.8%, 10.0%, i, 1.4%, -4.8, -16.6%, -8.0%, 54.7%[activator], -0.9
36	COc1ccc(C(CNC(=O)C(C)Oc2ccc(Br)cc2)N2CCCC2)cc1 (stereo not drawn)
    7.4%, 16.4%, -28.2%, -8.7%, -0.3, -3.1%, -8.8%, ?, -3.1
37	CSc1nsc(SC)c1C(N)=O
    0.5%, -0.2%, -15.1%, -5.5%, 2.3, 0.1%, 3.1%, 1.2%, -0.4
38	CC(=O)/C=C(\C)Nc1ccc(-c2cnc(-c3ccccc3)o2)cc1
    -0.3%, 13.0%, -44.4%[inhibitor], -7.5%, -4.5, 11.1%, 9.7%, 0.0%, 9.1
39	COc1ccccc1C(=O)ON=C1c2ccccc2-c2ccccc21
    -11.3%, 48.8%, -50.4%[inhibitor], -6.9%, -2.4, 9.0%, 16.7%, ?, 7.2
40	CC(=O)N1CCN(C(=O)COC(=O)/C=C/c2ccc(C(F)(F)F)cc2)CC1
    7.1%, -2.9%, -24.2%, -4.6%, 2.8, 11.0%, -1.6%, ?, 4.7
41	CCOC(=O)[C@@H]1[C@H]2COc3ccc(Br)cc3[C@@H]2N2C(=O)N(c3ccc(Br)cc3)C(=O)[C@@]12C
    -25.0%, -1.4%, i, -7.4%, -2.1, -10.4%, 6.9%, -11.1%, 3.4
42	CCOCCCn1c(=N)c(C(=O)NCc2cccnc2)cc2c(=O)n3cc(C)ccc3nc21
    nt, 0.2%, -19.1%, nt, nt, 94.1%[activator], nt, 17.1%, nt

Assay outcomes as filed in PubChem.
